MazEF act – increases E. coli MazEF RNase cleavage of RNA | FAM/BHQ RNA-DNA oligo cleavage fluorescence, 5 h | activation, % at 20 µM | actives 0.32% (n = 350,000) | AID 504720; in the data active means activation above about 50%
Target sequence (P0AE70 whole entry, looked up): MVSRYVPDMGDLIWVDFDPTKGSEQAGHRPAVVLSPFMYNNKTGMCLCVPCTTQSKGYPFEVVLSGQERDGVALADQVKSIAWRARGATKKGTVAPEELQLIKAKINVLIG
PriA SSB inh – blocks PriA binding to SSB C-terminal tail | AlphaScreen SSBct-PriA binding, biotinylated peptide | inhibition, % at 33 µM | actives 0.6% (n = 430,000); in the data active means inhibition mostly above about 37%, no sharp cut-off; inactive means mostly below about 20%;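 further: plate controls were negative control peptide for no effect and reference peptide for full effect; strong numbers were not always called active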
Anthrax LF prot – inhibitors of Bacillus anthracis lethal factor protease. inhibition, % at 10 µM. multiplex microsphere protease cleavage assay, LF. AID 588501. P15917. actives 0.12% (n = 360,000); in the data active means inhibition above about 30%; further: plate controls were buffer without enzyme for full effect and enzyme alone for no effect
Target sequence (P15917 whole entry, looked up): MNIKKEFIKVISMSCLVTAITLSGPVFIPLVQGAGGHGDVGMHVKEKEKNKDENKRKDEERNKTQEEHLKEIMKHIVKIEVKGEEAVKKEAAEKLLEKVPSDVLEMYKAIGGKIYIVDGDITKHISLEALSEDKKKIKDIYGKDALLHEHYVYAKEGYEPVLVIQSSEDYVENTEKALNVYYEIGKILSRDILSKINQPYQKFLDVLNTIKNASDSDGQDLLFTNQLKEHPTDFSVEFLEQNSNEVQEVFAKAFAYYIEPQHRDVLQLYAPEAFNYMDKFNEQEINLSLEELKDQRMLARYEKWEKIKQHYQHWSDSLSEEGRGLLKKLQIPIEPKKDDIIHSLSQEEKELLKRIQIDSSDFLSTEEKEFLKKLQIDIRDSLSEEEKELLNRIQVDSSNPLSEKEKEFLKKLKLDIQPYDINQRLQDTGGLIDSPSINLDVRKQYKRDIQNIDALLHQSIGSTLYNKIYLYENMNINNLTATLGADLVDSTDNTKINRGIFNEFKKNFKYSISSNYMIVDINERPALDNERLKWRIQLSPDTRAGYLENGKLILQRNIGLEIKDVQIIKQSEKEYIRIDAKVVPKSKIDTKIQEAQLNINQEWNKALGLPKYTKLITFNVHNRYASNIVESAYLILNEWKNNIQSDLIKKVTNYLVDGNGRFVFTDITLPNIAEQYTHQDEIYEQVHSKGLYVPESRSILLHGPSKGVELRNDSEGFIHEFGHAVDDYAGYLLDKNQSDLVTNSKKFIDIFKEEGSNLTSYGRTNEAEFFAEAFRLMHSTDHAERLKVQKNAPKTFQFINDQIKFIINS
Y pestis TopoI – inhibitors of Yersinia pestis topoisomerase I. actives 0.064% (n = 360,000). Y. pestis Topo-I cleavage product accumulation, plate reader. activity, % at 10 µM; in the data active means activity above about 50%, passing the limit was not always enough; further: inactives centre near 2
PfHsp40 yeast – rescue of PfHsp40-mediated yeast toxicity | S. cerevisiae expressing PfHsp40, growth rescue, ATP luminescence | growth rescue, % at 12.5 µM | actives 0.68% (n = 340,000); in the data active means growth rescue above about 28%, passing the limit was not always enough;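 further: yeast W303a lacking pdr1 and pdr3 grown in galactose medium; growth measured after three days at 30 °C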
BH1578 lux ind – induces V. cholerae light production without autoinducers; V. cholerae BH1578 lux reporter, luminescence, 6 h; activation, % at 18.7 µM; actives 0.16% (n = 350,000); AID 588436; in the data active means activation mostly above about 9.7%, no sharp cut-off; further: not every result past the cut was called active; inactives centre near 0; reference of the scale not given here
Rv3671c protease – inhibits the M. tuberculosis serine protease Rv3671c; inhibition, % at 5.96 µM; actives 0.048% (n = 320,000); AID 2606; in the data active means inhibition above about 38%;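 further: extracellular domain of Rv3671c used as enzyme; 0% = enzyme with DMSO and 100% = no enzyme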
DUSP3 inh – inhibitors of human VHR1 phosphatase (DUSP3). recombinant VHR phosphatase, pNPP absorbance. actives 0.52% (n = 290,000). inhibition, % at 13.3 µM. P51452; in the data active means inhibition above about 50%; further: some compounds called inactive have numbers as strong as hits
SARS 3CLpro inh – SARS-CoV 3CLpro protease inhibition. actives 0.14% (n = 290,000). inhibition, % at 6 µM. AID 1706. P0C6X7. recombinant SARS-CoV 3CLpro, quenched FRET peptide cleavage; in the data active means inhibition above about 12%
TcdB GH inh – blocks C. difficile toxin B glycohydrolase activity. P18177. TcdB glycohydrolase enzymatic assay, plate reader. inhibition, % at 9.99 µM. actives 0.24% (n = 350,000). AID 652162; in the data active means inhibition above about 10%
Numbers without * were called inactive; i = inactive; . = not tested or not shown; & = joins results of further samples.

SMILES	MazEF act	PriA SSB inh	Anthrax LF prot	Y pestis TopoI	PfHsp40 yeast	BH1578 lux ind	Rv3671c protease	DUSP3 inh	SARS 3CLpro inh	TcdB GH inh
CCN(CC)CCCNC(=O)c1cc2c(-c3ccc(Cl)cc3)nn(C)c2s1	10	-3	-10	-13	-1.2	-0.5	-9	15	-6	1.8
COC(=O)c1ccccc1NC(=S)N(Cc1ccc2c(c1)OCO2)Cc1cc2cccc(C)c2[nH]c1=O	-8	5	0	4	0.2	-0.2	3	10	-3	.
Cc1cccc(C)c1NC(=O)CCc1nnc2ccc(N3CCCC3)nn12	8	2	-3	6	-0.7	-0.2	2	18	-4	-0.5
COc1ccc(C(=O)NCc2ccc(N3CCN(C(=O)OC(C)(C)C)CC3)cc2)cc1	5	1	-2	0	0.0	i	-2	-4	-4	.
COc1ccc(CCNc2ccc(C(CC(N)=O)NC(=O)c3ccccc3)cc2[N+](=O)[O-])cc1 (stereo unspecified)	33	0	-7	9	2.8	-1.0	6	23	.	.
CCOC(=O)c1c(C)[nH]c(C(=O)CN2C(=O)NC(C)(CC(C)C)C2=O)c1C (stereo unspecified)	-26	-19	-8	1	-1.2	-0.5	-8	17	2	1.1
COCCn1c(C)cc2c(c1=O)C(c1ccco1)C(C#N)=C(N)O2 (stereo unspecified)	7	0	-7	2	-1.5	0.0	-7	-13	1	.
CC(C)=CCC/C(C)=C/CNC(=O)C[C@H]1C[C@H](C(=O)N2CCCCC2)[C@@]2(CCc3ccccc3)c3[nH]c4cc(-c5ccco5)ccc4c3CCN2C1=O	75*	0	-4	6	-0.5	-0.5	.	.	.	.
Cn1cc(CN2CCC(C(=O)Nc3cccc(-c4cccc(F)c4)c3)CC2)cn1	-3	-2	-1	-8	0.5	-0.1	7	30	0	2.2
CCOC(=O)C1=CNS(=O)(=O)NC1c1ccc(C[C@H](NC(=O)CNC(=O)CCc2ccccc2)C(N)=O)cc1 (stereo partly specified)	3	-10	-4	5	0.2	i	.	.	.	0.3
Cc1cccc(C(=O)Oc2ccc(/C=N/NC(=O)c3ccccc3O)cc2)c1	3	.	-5	-9	-0.9	-1.7	-5	-2	1	1.8
CCN(CC)c1ccc(S(=O)(=O)N2CCOCC2)cc1NC(=O)Nc1ccccc1	9	1	2	5	-0.4	i	5	.	.	-0.5
CCC(C)(C)NC(=O)C(c1cccn1C)N(C(=O)Cn1nnc2ccccc21)c1ccc(OC)cc1OC (stereo unspecified)	2	3	-10	-12	0.3	-0.4	0	31	10	.
COC(=O)CC(c1ccc(OC)c(OC)c1)c1ccc(OC)c(OC)c1	4	-16	-4	-1	-0.8	-0.3	-1	17	-3	-0.7
O=C(NCCCn1ccnc1)c1cc(-c2cccs2)on1	6	-5	-2	-7	-1.1	-1.0	-4	-1	0	.
C[C@@H](NC(=O)c1nc[nH]c1C(=O)N[C@@H](CCCCNC(=O)OC(C)(C)C)C(=O)OC(C)(C)C)c1ccccc1	9	12	-4	1	0.7	-0.7	-4	14	4	0.7
CC1CC(C)CN(CCCNC(=O)c2cc3c(s2)-c2ccccc2OC3)C1 (stereo unspecified)	20	-23	0	8	-0.1	2.2	-4	-14	-1	0.7
CC1(c2ccc(F)cc2)OC(=O)c2c1ccc1ccccc21 (stereo unspecified)	4	.	3	18	.	i	.	.	.	0.2
c1ccc(COc2ccc(CNCc3cccs3)cc2)cc1	-4	-13	-4	22	0.1	-0.2	2	12	1	-0.1
CN(CP(=O)(O)CN(C)S(C)(=O)=O)S(C)(=O)=O	2	-12	2	4	-0.5	.	-11	10	-5	.
ClCc1cc2ccccc2nc1Cl	9	-1	-3	-11	-0.4	-0.2	-1	10	-5	0.8
CCOC(=O)N1CCN(S(=O)(=O)c2ccc(C(=O)N(CCCN(C)C)c3nc4ccc(OC)cc4s3)cc2)CC1	15	12&-5	-3	2	1.4	-1.6	-3	14	6	3.1
CCOC(=O)CSc1nnc(-c2ccc(S(=O)(=O)N3CCOCC3)cc2)n1-c1ccccc1	4	-5	1	5	-0.1	-0.3	-4	-5	-5	.
CC1(OC(=O)C2CCCC2)C(=O)C=C2C=C3CCCCN3C=C2C1=O (stereo unspecified)	-5	7	-3	3	-0.4	i	-8	30	.	.
COC(=O)c1nnn(-c2nonc2N)c1CSCCO	14	2	3	-3	-0.4	2.6	-6	27	-3	.
CN(CCO)c1cnccn1	5	-22	0	-6	3.7	-0.4	-4	2	3	0.7
CN(C)c1ccc(NC(=O)CN2C(=O)CC(c3ccccc3)=Nc3ccccc32)cc1	14	32	-9	18	1.2	-0.7	-4	32	4	.
N#CCC(=O)Nc1ccc(C(=O)OCC(=O)Nc2cccc3ccccc23)cc1	-1	.	5	-2	.	-1.3	.	.	.	-1.4
CCOC(=O)C(C)/C(C)=N/NC(=O)CCC(=O)Nc1cc(C)ccc1C (stereo unspecified)	0	.	1	-2	-0.8	0.3	1	5	-1	0.9
CN(C)C(=O)CSc1nnc(Cc2ccc3c(c2)OCO3)o1	-15	-1	2	3	0.2	-0.4	-1	-3	2	-1.0
CCN1/C(=C/C=C/c2oc3ccc4ccccc4c3[n+]2CC)Oc2ccc3ccccc3c21	-905	-12	.	.	.	.	-85	17	-37	.
NS(=O)(=O)c1ccc(F)c(C(=O)O)c1	1	-5	0	-8	0.2	-0.5	-14	3	3	0.3
COc1ccc(N2CCN(C(=O)c3[nH]c4ccc(OC)cc4c3C)CC2)cc1	11	2	-7	20	6.5	i	.	21	-2	1.3
COc1ccc(CCNC(=O)CCn2c(=O)c3cccn3c3ccc(F)cc32)c(OC)c1OC	1	-18	1	4	0.8	i	8	18	-7	0.0
CC(C)CCNc1nc2c(cc1C#N)COC(C)(C)C2	1	-9	-3	11	-0.5	0.0	1	-2	3	.
CCCCCCS(=O)[C@H]1CS(=O)(=O)C[C@@H]1S(=O)CCCCCC (stereo partly specified)	-12	-9	-3	4	1.9	3.2	-9	10	-4	.
COC(=O)C1CN(C(=O)c2cccc(OC(F)F)c2)c2ccccc2O1 (stereo unspecified)	7	-14	0	3	-0.3	-0.4	3	-4	-2	0.7
O=C(CC1C(=O)N(c2ccc(F)cc2)C(=O)N1Cc1ccccn1)Nc1ccccc1 (stereo unspecified)	-5	-30	-4	1	1.8	i	-9	-7	0	.
Cn1c(CC(=O)NNC(=O)c2cccnc2)nc2ccccc21	-3	-5	-4	-1	0.8	20*	-6	.	.	1.0
COc1ccc(CC(=O)N2CCN(C)CC2)cc1OC	0	-11	-4	-4	-0.8	i	3	29	3	.
C1CCC(Nc2nnnn2C2CCCCC2)CC1	4	-2	2	0	-1.1	i	4	26	-2	.
CCCC(C)C(=O)Nc1ccc(S(=O)(=O)N2CCCC2)cc1 (stereo unspecified)	7	0	19	-2	-0.8	i	0	-4	-2	2.8
Cc1ccc(NC(=O)C2=NNC(=O)CC2)cc1S(=O)(=O)Nc1ccc(SC(F)F)cc1	1	-8	3	-3	2.7	i	-19	.	.	2.3
COc1ccc(N(CC(=O)NCc2ccco2)S(C)(=O)=O)cc1Cl	4	-6	4	-5	-0.1	1.6	-2	17	-3	.
CC(C)CNC(=O)c1ccccc1NC(=O)c1ccccc1N(C)S(=O)(=O)c1ccccc1	-4	-9	1	15	1.2	i	-1	18	2	0.2
CC(C)(C)NC(=O)Cn1nnnc1-c1nonc1N	2	-11	-1	-4	-2.1	-0.6	0	7	-2	.
O=C(O)CSc1c2c(nc3cc(C(=O)NCCN4CCOCC4)ccc13)CCC2	-14	-10	.	.	.	.	-1	-15	0	0.2
COC(=O)c1sc(N2CCCCC2)c(C#N)c1N	-2	-13	-3	1	-1.4	i	0	25	1	0.6
Cc1scc(C(=O)N2CCN(S(C)(=O)=O)CC2)c1-c1ccccc1	1	0	1	7	0.3	-1.0	4	0	-3	.
CCOC(=O)N1CCN(C(=O)CN2C(=O)COc3ccc(S(=O)(=O)N4CCOCC4)cc32)CC1	-10	2	-1	-7	0.3	-5.6	12	-31	-2	-1.0
CC(Sc1ccc(Cl)cc1)C(=O)Nc1ccc(S(=O)(=O)N2CCOCC2)cc1 (stereo unspecified)	2	-28	-13	0	0.9	i	-4	19	1	.
O=C1C2CCCN2C(=O)N1CCCCN1CCN(c2cccc(Cl)c2)CC1 (stereo unspecified)	-4	-5	1	5	0.1	-0.9	0	18	-5	.
CC1(C)NC(=O)N(CC(=O)NNC(=O)c2ccccc2F)C1=O	1	-3	0	-3	0.0	-0.6	-8	.	.	2.8
Cc1cc(C)c2c(CN3CCC(C)CC3)cc(=O)oc2c1C	-4	-16	-3	28	1.3	0.6	-7	-7	4	0.5
CCOc1ccc(Nc2nc(NCC3CCCO3)c3ccccc3n2)cc1 (stereo unspecified)	36	30	-11	8	10	-0.5	10	-5	2	0.9
CN(C(=O)C1CCCO1)C1CCS(=O)(=O)C1 (stereo unspecified)	5	-8	6	4	0.3	-0.7	2	.	.	0.9
CC(=O)n1cc([C@@H]2C=C(C(=O)N3CCN(Cc4ccccc4)CC3)O[C@H](OCc3ccc(CO)cc3)C2)c2ccccc21	-7	22	4	10	-0.2	1.2	-10	3	3	1.5&-0.9
Cc1cc(C)c(C(O)c2ncc(-c3cccc4ccccc34)[nH]2)c(C)c1 (stereo unspecified)	.	.	-3	5	.	-3.3	.	.	.	0.5
COc1ccc(NC(=O)C2(C)CCN2C(=O)CC2CCCC2)cc1OC (stereo unspecified)	.	.	4	-3	.	1.3	.	.	.	0.4
CC1CCN(C(=O)CCNC(=O)c2ccccc2)CC1	-1	-7	-1	4	9.7	-0.9	-4	46	-1	-1.0

Source: PubChem BioAssay

These rows are one share of the data; rates above refer to the full screens.
